Furin inhibitor: inhibitors of human furin; AID 463115; inhibition, % at 30 µM; 220,000 compounds, 0.061% hits; P09958; purified furin, fluorogenic substrate cleavage; in the data active = inhibition above about 25%; also: inactives centre near -15
PERK inh: human PERK inhibition, primary cell-based screen; CHO PERK-DD fusion, SEAP luminescence translation reporter; inhibition, % at 5.6 µM; 220,000 compounds, 0.17% hits;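 active = inhibition above the mean inhibition of all tested compounds plus 3 SD, set separately per screening campaign, cut at about 2.9% in these data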;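 also: PERK kinase domain activated by AP20187 dimerizer at 100 nM; 0% = DMSO with dimerizer and 100% = rapamycin at 8.4 µM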
Target sequence (Q9NZJ5 whole entry, looked up, the tested form may be a part): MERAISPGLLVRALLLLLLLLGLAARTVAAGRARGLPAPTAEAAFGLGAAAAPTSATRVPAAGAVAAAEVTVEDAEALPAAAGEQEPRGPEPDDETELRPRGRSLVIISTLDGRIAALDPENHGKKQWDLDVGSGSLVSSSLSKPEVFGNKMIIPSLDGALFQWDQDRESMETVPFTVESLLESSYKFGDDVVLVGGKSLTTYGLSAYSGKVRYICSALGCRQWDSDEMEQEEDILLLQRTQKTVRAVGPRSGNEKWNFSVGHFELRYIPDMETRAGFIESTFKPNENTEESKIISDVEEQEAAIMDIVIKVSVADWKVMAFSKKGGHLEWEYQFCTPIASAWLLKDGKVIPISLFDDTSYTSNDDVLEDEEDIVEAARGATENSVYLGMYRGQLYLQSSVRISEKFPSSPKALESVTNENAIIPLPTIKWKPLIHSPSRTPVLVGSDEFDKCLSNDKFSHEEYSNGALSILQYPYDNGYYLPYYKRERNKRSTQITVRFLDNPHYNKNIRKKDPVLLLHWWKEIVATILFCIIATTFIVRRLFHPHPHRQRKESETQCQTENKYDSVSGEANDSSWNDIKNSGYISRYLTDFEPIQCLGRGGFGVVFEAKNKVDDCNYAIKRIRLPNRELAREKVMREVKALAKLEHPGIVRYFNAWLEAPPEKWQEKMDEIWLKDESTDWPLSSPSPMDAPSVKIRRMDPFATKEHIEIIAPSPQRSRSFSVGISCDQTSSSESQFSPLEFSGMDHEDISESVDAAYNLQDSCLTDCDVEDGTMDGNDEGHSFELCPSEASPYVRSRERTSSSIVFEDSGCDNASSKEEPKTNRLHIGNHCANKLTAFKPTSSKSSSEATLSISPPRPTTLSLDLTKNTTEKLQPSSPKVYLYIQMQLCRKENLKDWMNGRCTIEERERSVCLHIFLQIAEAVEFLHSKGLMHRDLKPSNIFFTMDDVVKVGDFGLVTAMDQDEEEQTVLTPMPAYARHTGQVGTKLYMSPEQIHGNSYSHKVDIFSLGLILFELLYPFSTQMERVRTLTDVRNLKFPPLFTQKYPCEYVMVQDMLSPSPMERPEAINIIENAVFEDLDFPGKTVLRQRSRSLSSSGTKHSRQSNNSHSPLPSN
Rad51 HR inh: Rad51 (human) homologous recombination inhibition; hRad51 DNA strand exchange, fluorescence dequenching; inhibition, % at 10 µM; 200,000 compounds, 0.085% hits;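 active = inhibition above 40% at the single screening dose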;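 also: 0% = DMSO control wells and 100% = blanks with heterologous ssDNA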
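Test system: preformed human Rad51 ssDNA filaments; also added: Donor/quencher-labelled 47-bp dsDNA substrate; doses: 10 µM final, single point; times: 37 °C 15-min filament assembly, 30-min compound preincubation, 15-min exchange; detection: FRET fluorescence dequenching, excitation 485 nm, emission 520 nm; read-out basis: Fluorescence-based percent inhibition, control- and blank-normalised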
Calpain2 inh: inhibitors of pig calpain II | purified calpain II, fluorogenic peptide substrate, 30 min | 220,000 compounds, 0.37% hits | inhibition, % at 16 µM;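 active = inhibition above about 50%, limit read from the data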
Thrombin inh: thrombin (human) inhibition; alpha-thrombin, Boc-VPR-AMC fluorogenic substrate cleavage; inhibition, % at 5 µM; AID 1046; 220,000 compounds, 0.26% hits; P00734;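 active = inhibition at or above 40%; inactive = inhibition below 40%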;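 also: 0% = enzyme with no compound and 100% = wells without enzyme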
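Test system: human alpha-thrombin protein / Dosing: one concentration per compound, 5 µM, with 0.2% DMSO / Medium: pH 7.5 Tris-saline with Tween 20 / Benchmarks: no-compound enzyme wells and no-enzyme blanks / Read-out basis: percent inhibition of thrombin substrate cleavage / Timing: reaction at room temperature / Measured by: fluorescence, ex 355 nm, em 460 nm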
KLK5 inh: inhibitors of human kallikrein 5. Q9Y337. recombinant hK5, fluorogenic AMC substrate cleavage. inhibition, % at 5 µM. 210,000 compounds, 0.59% hits. AID 873;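 active = inhibition of 40% or more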;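 also: 0% = enzyme controls without compound and 100% = no-enzyme blanks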
FXIa inh: inhibitors of human coagulation factor XIa. P03951. purified FXIa, Boc-Glu-Ala-Arg-AMC fluorogenic substrate. inhibition, % at 5 µM. 220,000 compounds, 0.14% hits. AID 798;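 active = inhibition of at least 40%; inactive = inhibition below 40%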;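 also: fluorescence of freed AMC excited at 355 nm; 0% = enzyme without compound and 100% = no enzyme blank; many of its hits are not listed in these tables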
FXIIa inh: inhibitors of human coagulation factor XIIa | P00748 | AID 800 | purified FXIIa, Boc-QGR-AMC fluorogenic substrate, 2 h | 220,000 compounds, 0.3% hits | inhibition, % at 5 µM; in the data active = inhibition above about 40%;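 also: 0% = enzyme with no compound and 100% = blank without enzyme; many of its hits are not listed in these tables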
Cl transport mod: modulators of human KCC2 chloride dependent transport | Q9H2X9 | KCC2 cells, thallium flux FluoZin-2 fluorescence | B-score of Tl+ flux slope (higher = more flux/activation; lower = inhibition) at 10 µM | 190,000 compounds, 2.2% hits | AID 1456;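 active = thallium flux slope and its plate-corrected score both differing from the plate sample mean at a set confidence after two filtering rounds, in either direction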;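 also: slope of fluorescence scaled to starting intensity during 10 to 20 s after thallium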
* hit, by the source's call; i = inactive; nt = no result given; [ ] = remark or other dose.

SMILES	Furin inhibitor	PERK inh	Rad51 HR inh	Calpain2 inh	Thrombin inh	KLK5 inh	FXIa inh	FXIIa inh	Cl transport mod
COc1ccc(N(C(C)C(=O)N/N=C/c2ccc(OCC(C)C)cc2)S(C)(=O)=O)cc1 (stereo not drawn)	-22.6	0.3	-7.3	0.6	-5.2	-16.3	-3.2	3.5	0.038
COc1ccc2cc1Oc1ccc(cc1)C[C@H]1c3cc(c(OC)cc3CCN1C)Oc1c(O)c(OC)cc3c1[C@H](C2)N(C)CC3	-29.5	nt	5.6	-45.5	0.4	2.2	0.1	8.1	0.508
COc1ccc(NC(=S)NC(NC(=O)c2cccc3ccccc23)C(Cl)(Cl)Cl)c([N+](=O)[O-])c1 (stereo not drawn)	-32.0[20 µM]	-0.6	-0.3	-193.2	-1.3	-9.8	-12.6	4.3	0.251
Cc1ccccc1NC1=C(Cl)C(=O)OC1NC(=O)c1ccccc1 (stereo not drawn)	-14.9[20 µM]	-0.2	-0.9	-9.2	2.4	-25.7	-0.2	10.1	nt
Cc1nn2c([nH]c(=O)c3ccccc32)c1C=O	-18.6[20 µM]	0.3	nt	-19.9	5.3	-40.5	6.4	21.5	3.39*
O=C(COc1ccc(S(=O)(=O)NCc2ccccc2)cc1Cl)NCC1CCCO1 (stereo not drawn)	-14.4[20 µM]	-0.9	-0.2	-10.8	-19.6	4.1	1.3	-5.8	-0.143
Cc1csc2ncnc(N3CCN(C(=S)Nc4ccc(F)cc4F)CC3)c12	-14.2	-0.2	1.9	26.9	-6.0	-8.2	2.6	8.1	-1.42
CCOc1ccc(-n2cc(C(=O)Nc3ccc(Cl)cn3)c3cc(OC)c(OC)cc3c2=O)cc1	-18.9[20 µM]	-0.6	-3.3	-32.7	3.1	-26.5	2.9	6.7	0.0738
CCOC(=O)c1cc2c(nc1N)CC(C)(C)OC2	-4.2[20 µM]	0.5	9.1	-321.1	0.7	-12.4	2.2	4.4	0.439
COc1ccc(/C=C/C(=O)Nc2ccc3nc4n(c(=O)c3c2)CCCC4)cc1OC	-28.9	0.6	nt	-483.5	-0.8	nt	5.1	10.3	0.345

Record cards, from the list above.
`COc1ccc(/C=C/C(=O)Nc2ccc3nc4n(c(=O)c3c2)CCCC4)cc1OC` is entered as Furin inhibitor: -28.9; PERK inh: 0.6; Rad51 HR inh: nt; Calpain2 inh: -483.5; Thrombin inh: -0.8; KLK5 inh: nt; FXIa inh: 5.1; FXIIa inh: 10.3; Cl transport mod: 0.345
`COc1ccc(NC(=S)NC(NC(=O)c2cccc3ccccc23)C(Cl)(Cl)Cl)c([N+](=O)[O-])c1` (stereo not drawn) is entered as Furin inhibitor: -32.0[20 µM]; PERK inh: -0.6; Rad51 HR inh: -0.3; Calpain2 inh: -193.2; Thrombin inh: -1.3; KLK5 inh: -9.8; FXIa inh: -12.6; FXIIa inh: 4.3; Cl transport mod: 0.251

Remaining list, next part:
SMILES	Furin inhibitor	PERK inh	Rad51 HR inh	Calpain2 inh	Thrombin inh	KLK5 inh	FXIa inh	FXIIa inh	Cl transport mod
CCN(CC)c1ccc(/C=N/N2CCN(Cc3ccc(Cl)cc3)CC2)c(O)c1	-8.1	0.5	-6.8	22.8	-0.2	3.2	-3.5	14.4	-0.00703
NC(=O)Cn1c(=O)n(CCc2ccccc2)c(=O)c2c3c(sc21)CCCC3	-5.4[20 µM]	-0.8	-8.6	6.0	6.0	-15.8	9.7	24.0	-3
CCOC(=O)CSc1nc(N)cc(=O)[nH]1	-21.0	0.5	-7.8	-23.3	-0.2	-2.1	0.2	10.3	-1.39
COCCN(C(=O)CNC(=O)c1cccs1)C(C(=O)NC1CCCC1)c1cccs1 (stereo not drawn)	-12.5	-0.8	-3.1	11.1	-1.8	2.1	-6.4	8.9	-0.0519
CN(C)CC(C(=O)c1ccccc1)c1ccccc1 (stereo not drawn)	-8.8	-0.7	2.8	-18.3	-10.9	-4.1	-3.7	-2.2	1.02
COC(=O)CCCCCCCCC(O)CN(C)C (stereo not drawn)	-1.7	0.4	14.5	8.3	1.0	1.6	2.6	6.9	-0.494
COC(=O)/C(=C/Nc1ccccc1)[N+](=O)[O-]	-24.8[20 µM]	1.1	-2.8	31.9	2.6	-1.6	27.2	45.8*	nt
COc1ccccc1N1CCN(C(=O)COc2ccc(C)cc2Br)CC1	-13.9	0.7	-9.9	15.5	1.7	8.5	5.8	13.2	nt
COc1ccc(CNC2CCCCC2C)c(OC)c1 (stereo not drawn)	-8.4	0.2	0.3	-2.1	-5.6	-7.5	1.2	-3.0	1.09
CCN(CC)c1ccc(/C=N/N(c2ccccc2)c2ccccc2)c(O)c1	-6.5	0.6	-20.7	-10.9	3.0	-7.7	10.4	0.8	0.651

Single entries from the entries so far.
COC(=O)CCCCCCCCC(O)CN(C)C (stereo not drawn) in Rad51 HR inh has 14.5
NC(=O)Cn1c(=O)n(CCc2ccccc2)c(=O)c2c3c(sc21)CCCC3 in Cl transport mod has -3

The list continues:
SMILES	Furin inhibitor	PERK inh	Rad51 HR inh	Calpain2 inh	Thrombin inh	KLK5 inh	FXIa inh	FXIIa inh	Cl transport mod
c1ccc(-c2nnc(CSc3nc4ccccc4[nH]3)o2)cc1	-6.8	-1.4	7.2	-4.3	-0.6	3.6	4.2	10.8	nt
Cc1cc2cc(CNC(=O)Nc3ccc(Cl)c(Cl)c3)ccc2n1C	-16.0	1.8	-7.9	-0.6	2.5	5.1	2.4	11.2	0.044
Cc1ccc(C)c(OCc2nnc(NC(=O)c3ccc4c(c3)OCO4)s2)c1	-23.6	0.6	25.5	10.1	1.2	4.0	1.5	10.4	-0.289
c1cc2c(cc1Cn1cnnn1)OCO2	-12.7	0.5	4.6	3.0	-4.3	0.6	-0.3	0.2	0.368
NC(=O)C(Cc1ccccc1)N1C(=O)c2ccccc2C1=O (stereo not drawn)	-18.1	0.7	0.3	-2.0	-4.2	-1.0	-4.1	5.3	0.182
Cc1ccc(C(=O)N2C(=S)C(c3ccc(F)cc3)=NC23CCN(C)CC3)cc1	-8.7	0.6	2.8	-8.1	-11.3	-9.7	1.3	2.6	1.25
CCCN(CCC)S(=O)(=O)c1ccc(C(=O)OCCN2C(=O)c3cccc4c(N5CCOCC5)ccc(c34)C2=O)cc1	-20.9	0.1	nt	-82.9	-4.9	-17.1	-0.9	5.9	i
Cc1ccccc1C(=O)c1cccn1CC(=O)NCc1ccco1	-16.4	0.5	4.4	-30.5	-8.1	16.2	-4.4	7.4	0.935
CNC(=S)Nc1ccc(C)cc1	-12.6	2.6	7.1	-8.1	-2.3	-9.6	6.8	14.8	0.133
c1ccc2c(c1)Cc1cc(CN3CCOCC3)ccc1-2	-13.7[20 µM]	0.4	3.4	-1.7	-6.9	-15.5	-10.8	-2.8	-0.498

Printed as active in FXIIa inh (from the list above):
Structure,Furin inhibitor,PERK inh,Calpain2 inh,Thrombin inh,KLK5 inh,FXIa inh,FXIIa inh,Cl transport mod
COC(=O)/C(=C/Nc1ccccc1)[N+](=O)[O-],-24.8[20 µM],1.1,31.9,2.6,-1.6,27.2,45.8*,nt

Returning to the listing; the 2 compounds before the break are reprinted first.
SMILES	Furin inhibitor	PERK inh	Rad51 HR inh	Calpain2 inh	Thrombin inh	KLK5 inh	FXIa inh	FXIIa inh	Cl transport mod
CNC(=S)Nc1ccc(C)cc1	-12.6	2.6	7.1	-8.1	-2.3	-9.6	6.8	14.8	0.133
c1ccc2c(c1)Cc1cc(CN3CCOCC3)ccc1-2	-13.7[20 µM]	0.4	3.4	-1.7	-6.9	-15.5	-10.8	-2.8	-0.498
COc1ccc(CC(=O)NNC2=Nc3cccc4cccc2c34)cc1	-14.3	-0.5	7.7	-14.3	1.1	0.7	-2.1	11.2	-0.144
Cc1nnc(NC(=O)c2oc3cc(C)c(C)cc3c2C)s1	-7.3	1.4	0.3	-24.4	-1.4	-5.0	8.1	13.7	0.0869
Cn1c(CC(=O)Nc2ccccc2)nnc1SCCOc1ccccc1	-16.4[20 µM]	-0.7	-3.5	5.3	-3.2	1.2	-10.2	-21.3	0.164
Cc1cccc(OCC(=O)Nc2nonc2NC(=O)COc2cccc(C)c2)c1	-15.8[20 µM]	0.7	-4.8	11.5	6.1	-4.3	12.2	20.6	-0.337
CCOC(=O)N1CCN(c2c(N3CCc4ccccc4C3)c(=O)c2=O)CC1	-28.0	-0.5	0.8	12.1	20.4	-8.9	-2.0	3.3	-1.67
Cc1cc(C)cc(OCc2nnc(SCC(=O)Nc3ccccc3)o2)c1	-9.6[20 µM]	0.3	0.4	1.7	-6.7	0.3	-3.5	4.8	0.472
COc1ccc(-c2cnnn2-c2ccc(N)cc2)cc1OC	-18.1[20 µM]	-0.2	-1.9	-3.1	-5.1	-20.4	0.2	9.3	-0.455
S=C(NC1CCCC1)NC1CCCC1	-31.6	0.5	-9.7	-6.7	-0.9	-22.4	-6.1	-5.7	-1.62
O=C(CSc1nc(Nc2ccccc2)nc(N2CCOCC2)n1)N1CCCC1	-14.2[20 µM]	0.1	10.9	16.9	-5.2	1.4	-0.1	12.8	nt
COc1ccc(N(CC2CO2)S(=O)(=O)c2ccccc2)cc1 (stereo not drawn)	-20.9	0.3	0.9	-28.9	-11.4	-5.3	-7.8	2.8	-0.69
O=C(CSc1ncnc2ccccc12)N1CCCC1	-20.3	0.3	-3.6	-33.0	-2.1	-10.0	6.3	12.5	nt
CN1C(=O)c2ccccc2C(C(=O)NCCCN2CCCC2)C1c1c[nH]c2ccccc12 (stereo not drawn)	-9.9[20 µM]	-0.5	-5.2	33.6	-0.9	-5.2	-5.8	7.4	nt
C#CCSc1nc2[nH]ncc2c(=O)[nH]1	-6.7	-0.6	-2.7	11.9	-11.8	-7.1	-11.8	-7.9	-0.0339
Cc1nc2sc(C(c3ccccc3)N3CCN(C(=O)c4ccco4)CC3)c(O)n2n1 (stereo not drawn)	-23.3[20 µM]	-0.1	-4.9	-10.4	0.0	-7.1	0.9	10.7	-0.709
COc1ccc(C2C3=C(CC(C)(C)CC3=O)Nc3c2c(=O)[nH]c2nc(C)nn32)cc1 (stereo not drawn)	-12.8	1.1	-5.1	-207.3	3.1	-22.0	3.9	14.8	1.87
Cc1ccc(NC2=NC(c3ccccc3)n3c(nc(C)cc3=O)N2)c(C)c1 (stereo not drawn)	-20.2[20 µM]	0.8	1.0	13.8	2.0	-6.6	3.3	8.4	-0.0307
Cc1c(NS(=O)(=O)c2cccc3nsnc23)c(=O)n(-c2ccccc2)n1C	-19.2	0.9	-0.5	-6.8	-4.2	-6.2	3.4	8.8	-0.441
COc1ccc(Cl)cc1-n1c(N)c(C(N)=O)sc1=S	-0.1	1.9	-2.5	-2.3	-1.3	-10.2	-1.6	6.1	nt

High-throughput results deposited in PubChem BioAssay by several laboratories.

These rows are one share of the data, so the mix of outcomes need not match the whole.
